VLA-4 antagonist: inhibitors of LDV-FITC ligand binding to Mn2+-activated human VLA-4 integrin | Jurkat cells, LDV-FITC binding with Mn2+, flow cytometry; 100% = Mn2+-driven binding gain fully reversed | inhibition, % at 10 µM (by protocol) | 24,000 compounds, 0.2% hits | AID 529;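 active means inhibition above 50%; inconclusive means compound itself fluorescent, judged against control cell fluorescence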;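 further: 0% = Mn2+ stimulated cells lacking compound and 100% = ligand binding without Mn2+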
Target sequence (P13612 whole entry, looked up): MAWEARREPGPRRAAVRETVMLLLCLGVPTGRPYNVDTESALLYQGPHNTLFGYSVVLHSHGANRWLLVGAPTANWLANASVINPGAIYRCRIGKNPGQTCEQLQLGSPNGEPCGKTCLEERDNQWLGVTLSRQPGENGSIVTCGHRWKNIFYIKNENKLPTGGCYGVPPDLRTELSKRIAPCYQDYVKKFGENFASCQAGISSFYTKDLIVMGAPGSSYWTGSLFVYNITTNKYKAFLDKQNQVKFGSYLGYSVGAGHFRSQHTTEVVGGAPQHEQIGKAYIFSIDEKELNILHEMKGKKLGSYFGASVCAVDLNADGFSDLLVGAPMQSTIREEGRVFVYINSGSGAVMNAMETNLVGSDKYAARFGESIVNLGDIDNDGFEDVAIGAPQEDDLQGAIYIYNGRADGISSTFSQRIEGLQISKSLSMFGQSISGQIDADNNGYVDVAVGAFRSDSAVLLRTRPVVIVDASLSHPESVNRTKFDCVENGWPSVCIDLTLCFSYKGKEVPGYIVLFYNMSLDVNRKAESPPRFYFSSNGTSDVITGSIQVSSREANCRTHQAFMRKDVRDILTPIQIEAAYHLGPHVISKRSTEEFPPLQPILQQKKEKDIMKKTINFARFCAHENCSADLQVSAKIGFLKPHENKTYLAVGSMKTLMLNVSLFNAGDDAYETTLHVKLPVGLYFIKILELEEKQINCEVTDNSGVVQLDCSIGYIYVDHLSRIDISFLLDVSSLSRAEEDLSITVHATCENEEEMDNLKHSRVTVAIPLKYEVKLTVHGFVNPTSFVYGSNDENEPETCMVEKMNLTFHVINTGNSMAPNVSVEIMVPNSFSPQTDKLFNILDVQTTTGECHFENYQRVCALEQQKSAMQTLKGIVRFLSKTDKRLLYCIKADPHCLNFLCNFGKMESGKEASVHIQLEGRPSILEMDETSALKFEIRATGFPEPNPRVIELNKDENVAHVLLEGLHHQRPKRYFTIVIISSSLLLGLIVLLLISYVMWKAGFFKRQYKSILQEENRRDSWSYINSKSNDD
Prostate diff: activators of LNCaP prostate cell differentiation; flow cytometry side scatter, 4 d; side scatter shift, % at 10 µM; 24,000 compounds, 0.56% hits;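 active means side scatter shift above 30%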;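 further: androgen-responsive LNCaP prostate cancer cells in charcoal-stripped serum medium; percent of cells past a gate set so DMSO wells show 10% shift; higher shift means more granular cells and more differentiation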
VLA-4 agonist: allosterically activates the human VLA-4 integrin; P13612; Jurkat cells, LDV-FITC binding, flow cytometry; activation, % at 10 µM (by protocol); 24,000 tested, under 10 active; AID 528;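 active means fluorescent ligand binding to cells raised by more than 40% of the manganese-induced maximum; inconclusive means compound's own fluorescence above 85% of the ligand control signal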;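 further: 0% = ligand binding without compound and 100% = manganese-stimulated maximal binding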
Jurkat autofluor: autofluorescence counter-screen for VLA-4 integrin assays | Jurkat cells, compound autofluorescence, flow cytometry; active compounds read high; 1 = vehicle-only cell background | fluorescence ratio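 (tested at 10 µM compound in the well)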 | 24,000 compounds, 0.61% hits;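 active means fluorescence ratio above 2.44, which is 1 plus 3 SD of all ratios; inconclusive means signal too bright to measure linearly, ratio around 10 or more; inactive means fluorescence ratio below 2.44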;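 further: green fluorescence of cells measured with 488 nm excitation and 530 nm emission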
Active calls of the source: *; ? = inconclusive; . = not tested or not shown. These rows are one share of the data, so the mix of outcomes need not match the whole.

entry | molecule | VLA-4 antagonist | Jurkat autofluor | Prostate diff | VLA-4 agonist
1 | CCOC(=O)N1CCN(C(=O)CCCn2c(=O)[nH]c3ccccc3c2=O)CC1 | -4 | 1.1 | 6 | -4
2 | O=C(CCn1nc(-c2ccccc2)ccc1=O)N1CCOCC1 | -8 | 1.1 | 7 | -1
3 | O=C(c1ccc(Cl)cc1Cl)N1CCC(c2nc3c(nnn3Cc3ccco3)c(=O)[nH]2)CC1 | ? | 2.2 | 5 | ?
4 | CC(=O)Nc1c(-c2ccc(F)cc2)nc2ccccn12 | 6 | 1 | 1 | -5
5 | CCn1c(=O)cc(OCC(=O)Nc2ccc3c(c2)OCCO3)c2ccccc21 | 12 | 1 | 3 | 1
6 | Cc1ccc2oc(=O)c3cc(C(=O)N4CCN(c5ncccn5)CC4)sc3c2c1 | 15 | 1.3 | 5 | -5
7 | CS(=O)(=O)N1CCCC(C(=O)NCc2ccc(F)cc2)C1 (stereo not drawn) | -16 | 1 | 15 | -2
8 | CCn1nnnc1SCC(=O)Nc1nnc(C(C)C)s1 | -12 | 1 | 3 | 2
9 | CCOC(=O)CSc1nnc(CNC(=O)c2ccc(S(=O)(=O)N3CCCC3)cc2)n1C | -13 | 0.93 | 14 | -4
10 | N#CC1=C(N)C(C#N)(C#N)[C@H](c2ccsc2)[C@H]2COCC=C12 | -13 | 1 | 9 | 14
11 | Cc1cccc(NC(=O)CSc2nnc(NC(=O)CN3CCOCC3)s2)c1 | -21 | 1.1 | 7 | -2
12 | O=C(Nc1cccc(-c2nc3cccnc3s2)c1)c1ccco1 | ? | 1.3 | 10 | ?
13 | O=C(NCc1n[nH]c(=S)n1-c1ccc(F)cc1)c1ccc(S(=O)(=O)N2CCCC2)cc1 | -15 | 1 | 0 | -3
14 | CCOc1ccc(OCC)c(S(=O)(=O)NCc2ccc3c(c2)OCO3)c1 | 5 | 0.95 | 12 | -8
15 | O=C(O)c1cccc(-n2cccc2/C=N/O)c1 | -11 | 1 | 6 | -5
16 | COc1ccc(-c2cc(C(=O)NCc3cccnc3)no2)cc1 | 0 | 0.98 | 12 | 4
17 | Cc1ccc(Cc2c(C)nc3nc(SCC(=O)NCc4ccco4)nn3c2C)cc1 | ? | 1.3 | 10 | ?
18 | COc1cccc(NC(=O)CSc2nnc(Cc3cccn3C)n2-c2ccc(F)cc2)c1 | 3 | 1.1 | 10 | -4
19 | COc1cccc2cc(C(=O)n3ccc(C)n3)c(=O)oc12 | -18 | 0.99 | 3 | -4
20 | CC(=O)SCC(=O)N=c1sc2cc(F)ccc2n1C | -15 | 0.99 | 14 | 8
21 | COc1cccc(C(=O)NC(C)C(c2cccs2)N2CCN(C)CC2)c1 (stereo not drawn) | 11 | 1 | 12 | -1
22 | CCN(CC)c1ccc(NC(=O)C2CCCN(S(=O)(=O)c3cnc[nH]3)C2)c(C)c1 (stereo not drawn) | 7 | 1.1 | 13 | -3
23 | Fc1ccc(C(c2ccc(F)cc2)N2CCN(C/C=C/c3ccccc3)CC2)cc1 | -8 | 0.99 | 4 | -7
24 | COC(=O)c1ccccc1NC(=O)Nc1cccs1 | -5 | 1.2 | 3 | 4
25 | Cn1cccc1Cc1nnc(SCC(=O)Nc2ccc3c(c2)OCO3)n1CCc1ccccc1 | 1 | 1.1 | 15 | -3
26 | CCOC(=O)N1CCC(NC(=O)C2CCCCN2S(=O)(=O)c2ccc(F)cc2)CC1 (stereo not drawn) | 0 | 1 | 10 | 3
27 | Cc1nnc(SCc2cccc(Oc3ccccc3)c2)n1N | -16 | 1.1 | 10 | 2
28 | Cc1ccc(NC(=O)CSc2nnc(-c3ccncc3)n2C)cc1C | 8 | 1.1 | 11 | 0
29 | COc1ccccc1C1CC(=O)NC(C)=C1C(=O)OCC1CCCO1 (stereo not drawn) | ? | 1.1 | 2 | ?
30 | COCCN1C(=O)C(=O)/C(=C(/O)c2ccc(OC(C)C)cc2)C1c1cccnc1 (stereo not drawn) | -21 | 1 | 9 | 9
31 | CCc1nc2sc3c(c2c(=O)o1)CCCC3 | ? | 1.1 | 16 | ?
32 | CCCSc1nnc(Cn2c(=O)sc3ccccc32)n1-c1ccccc1 | -2 | 0.92 | 14 | 3
33 | CCCCN1CC(COc2ccccc2)OC1=O (stereo not drawn) | 17 | 1.1 | 2 | -3
34 | Cc1cc(=O)oc(C)c1C(=O)NCc1ccc(F)cc1 | 0 | 1 | 6 | 2
35 | O=C1CSc2ccccc2N1Cc1ccc(F)cc1 | -3 | 1 | 4 | -2
36 | CCCN(CCC)C(=O)COc1cc(=O)n(CC)c2ccccc12 | 0 | 1.1 | 6 | 2
37 | CCOc1cc2[nH]c(=O)n(CCCC(=O)NCc3ccc(OC)cc3)c(=O)c2cc1OCC | 18 | 1 | . | 7
38 | COc1ccc(S(=O)(=O)N2CCCC(C(=O)NCc3ccccn3)C2)cc1 (stereo not drawn) | -18 | 0.93 | 3 | 0
39 | Cc1cc2ncc(C(=O)Nc3ccccc3)c(C)n2n1 | -10 | 1 | 4 | -2
40 | COc1cccc(NC(=O)C2CCCN2C(=O)Nc2cccc(F)c2)c1 (stereo not drawn) | 5 | 0.96 | 7 | 1
41 | COc1ccccc1N1CCN(c2cc(C)nc3nc(C)nn23)CC1 | 7 | 1.1 | 4 | 1
42 | O=C(Nc1nc(-c2ccncc2)cs1)C1COc2ccccc2O1 (stereo not drawn) | 17 | 1.1 | 7 | -5
43 | CC1CCN(CCCNC(=O)c2coc3nc4ccccc4nc23)CC1 | ? | 2.4 | 6 | ?
44 | COc1ccc(CC(=O)Nc2ccc(OC)c(NC(=O)c3ccco3)c2)cc1 | -39 | 1 | 8 | 2
45 | COC(=O)c1cn(NC(=O)C2CCCCC2)c(=O)c2ccccc12 | -5 | 1 | 9 | -1

Arranged by value in Prostate diff (descending): three of the compounds above
| No. | structure | Prostate diff |
| --- | --- | --- |
| 32 | CCCSc1nnc(Cn2c(=O)sc3ccccc32)n1-c1ccccc1 | 14 |
| 36 | CCCN(CCC)C(=O)COc1cc(=O)n(CC)c2ccccc12 | 6 |
| 38 | COc1ccc(S(=O)(=O)N2CCCC(C(=O)NCc3ccccn3)C2)cc1 (stereo not drawn) | 3 |

Of the compounds above, 5 contain an NH in an aromatic ring.
entry | molecule | VLA-4 antagonist | Jurkat autofluor | Prostate diff | VLA-4 agonist
1 | CCOC(=O)N1CCN(C(=O)CCCn2c(=O)[nH]c3ccccc3c2=O)CC1 | -4 | 1.1 | 6 | -4
3 | O=C(c1ccc(Cl)cc1Cl)N1CCC(c2nc3c(nnn3Cc3ccco3)c(=O)[nH]2)CC1 | ? | 2.2 | 5 | ?
13 | O=C(NCc1n[nH]c(=S)n1-c1ccc(F)cc1)c1ccc(S(=O)(=O)N2CCCC2)cc1 | -15 | 1 | 0 | -3
22 | CCN(CC)c1ccc(NC(=O)C2CCCN(S(=O)(=O)c3cnc[nH]3)C2)c(C)c1 (stereo not drawn) | 7 | 1.1 | 13 | -3
37 | CCOc1cc2[nH]c(=O)n(CCCC(=O)NCc3ccc(OC)cc3)c(=O)c2cc1OCC | 18 | 1 | . | 7

Next part.
entry | molecule | VLA-4 antagonist | Jurkat autofluor | Prostate diff | VLA-4 agonist
46 | CC1NC(=O)NC1CCCCCC(=O)NCCc1ccccc1 (stereo not drawn) | -10 | 1 | 8 | -1
47 | N#Cc1nc(COc2ccccc2Cl)oc1N1CCCCCC1 | -19 | 1 | 12 | 3
48 | CCOC(=O)c1c(C)c(C(=O)NC2CCCCCC2)c(C)n1C | -4 | 1.3 | 3 | -1
49 | CCN1CCN(Cc2ccc(NC(=O)Nc3ccccc3Cl)cc2)CC1 | ? | 1.3 | 13 | ?
50 | COc1ccccc1N1C(=O)CC(Sc2nc(C)cc(C)n2)C1=O (stereo not drawn) | -20 | 0.97 | 7 | 0
51 | CCn1c(C(=O)Nc2ccsc2C(=O)OC)cc2sc(Cl)cc21 | 4 | 1.2 | 5 | -10
52 | O=C(CCCc1c[nH]c2ccccc12)N1CCN(c2ccc(N3CCOCC3)nn2)CC1 | 8 | 1.1 | 10 | -11
53 | COc1ccccc1N1CCN(C(=O)C(NS(=O)(=O)c2cccs2)c2ccccc2)CC1 (stereo not drawn) | 15 | 1 | 3 | 0
54 | CC(=O)Nc1cccc(NC(=O)c2oc3ccccc3c2C)c1 | 14 | 0.99 | 6 | -18
55 | COc1ccc(NC(=O)CSc2nnc(CNC(=O)COc3ccc(Cl)cc3)o2)c(OC)c1 | 3 | 1.1 | 8 | -2
56 | CC(=O)c1ccc(OCC(O)CN2CCN(c3ccccn3)CC2)cc1 (stereo not drawn) | -24 | 0.99 | 0 | 2
57 | c1ccc2c(-c3nc(-c4ccncc4)no3)cccc2c1 | 39 | 1 | 11 | -4
58 | COc1cc(C2c3c(oc4c(C)cc(C)cc4c3=O)C(=O)N2Cc2cccnc2)cc(OC)c1OC (stereo not drawn) | -10 | 1.1 | 6 | -6
59 | O=C(CN(c1ccc(F)cc1)S(=O)(=O)c1ccc2c(c1)OCCO2)NCC1CCCO1 (stereo not drawn) | -27 | 0.99 | 5 | 5
60 | O=C(Nc1ccc(F)cc1F)c1cc(-c2ccco2)on1 | 11 | 1.1 | 5 | 1
61 | CC(NC(=O)c1cnc2n(c1=O)CCS2)c1ccccc1 (stereo not drawn) | ? | 1.7 | 4 | ?
62 | CCOC(=O)C1CCN(c2nc3ccccc3nc2C(C#N)C(=O)OC(C)C)CC1 (stereo not drawn) | -4 | 1 | 24 | 0
63 | O=C(NCc1cccs1)C1CCC(=O)N1C1CCCCC1 (stereo not drawn) | -9 | 1.1 | 8 | 0
64 | Cc1ccccc1-n1nc2c(c1NC(=O)c1ccc(Br)o1)CSC2 | 1 | 1 | 3 | -2
65 | CCCC(=O)Nc1cnc(NC(=O)c2cccc(F)c2)cc1C | -14 | 1 | 1 | 2
66 | COCCn1nnnc1C(c1ccccc1OC)N1CCc2ccccc2C1 (stereo not drawn) | 0 | 0.99 | 10 | -1
67 | Cc1ccc(C)c(Cn2cnc3c(nnn3-c3ccc(F)cc3)c2=O)c1 | -5 | 1.1 | 10 | 3
68 | CCOC(=O)c1oc2ccc3c(c2c1C)C(=O)CC1(CCN(C(=O)OCC)CC1)O3 | ? | 1.3 | 12 | -2
69 | CCN1C(=O)C(O)(CC(=O)c2ccc3c(c2)OCCO3)c2ccccc21 (stereo not drawn) | 4 | 1 | 4 | 1
70 | Cc1n[nH]c(C)c1S(=O)(=O)N1CCCC(C(=O)Nc2ccc3c(c2)OCCO3)C1 (stereo not drawn) | -35 | 0.98 | 9 | 4
71 | O=C(O)c1cccc(NS(=O)(=O)c2cccc3cccnc23)c1 | -23 | 1.2 | 3 | 3
72 | CC(C)(C)c1cc(C(=O)O)nn1-c1ccccc1 | -9 | 1 | 13 | 4
73 | CCOC(=O)N1CCC(NC(=O)c2ccc(CNS(=O)(=O)c3ccc(F)cc3)cc2)CC1 | 15 | 1.1 | 8 | -1
74 | CCOC(=O)C1CCN(C(=O)C2(NC(=O)Nc3ccccc3Cl)CCCCC2)CC1 | -12 | 1 | 9 | 7
75 | CCOC(=O)CC(=O)CSc1nc2c(c(C)c1C#N)CCC2 | -12 | 1.1 | 5 | 1

Part of the list above in a different format:
63) O=C(NCc1cccs1)C1CCC(=O)N1C1CCCCC1 (stereo not drawn)
- VLA-4 antagonist: -9
- Jurkat autofluor: 1.1
- Prostate diff: 8
- VLA-4 agonist: 0
64) Cc1ccccc1-n1nc2c(c1NC(=O)c1ccc(Br)o1)CSC2
- VLA-4 antagonist: 1
- Jurkat autofluor: 1
- Prostate diff: 3
- VLA-4 agonist: -2

Later entries
entry | molecule | VLA-4 antagonist | Jurkat autofluor | Prostate diff | VLA-4 agonist
76 | COc1ccc(C2CC(c3c(Cl)cccc3Cl)n3nc(N)nc3N2)cc1 (stereo not drawn) | 15 | 1.1 | 0 | -2
77 | COc1ccc(CNC(=O)C2CCN(C(=O)N3CCOc4ccc(C)cc43)CC2)cc1 | ? | 1.1 | 18 | -6
78 | Cc1ccc(N(C(C)C(=O)O)S(=O)(=O)c2cccnc2)cc1 (stereo not drawn) | -9 | 1 | 11 | 1
79 | O=C(NCc1ccc2c(c1)OCO2)C1CCN(S(=O)(=O)c2ccc(Br)s2)CC1 | -8 | 1 | 6 | -6
80 | Cc1cccc(-c2nsc(SCC(=O)Nc3nccs3)n2)c1 | 13 | 1.1 | 34* | -5
81 | O=C(NC1CCCC1)C(c1cccs1)N(C(=O)c1ccno1)c1ccccc1 (stereo not drawn) | -18 | 1.1 | 21 | 8
82 | Cc1cc(Nc2cc(C)on2)n2ncnc2n1 | -7 | 1 | 11 | -6
83 | COCCNc1oc(-c2ccc(C)cc2)nc1C#N | -12 | 1.1 | 6 | 2
84 | CCOC(=O)N1CCN(Cc2nc3c(c(=O)n(C)c(=O)n3C)n2Cc2ccc(F)cc2)CC1 | -2 | 0.99 | 0 | 0

Copied from the list.
Reading of O=C(CCn1nc(-c2ccccc2)ccc1=O)N1CCOCC1 under Prostate diff: 7
Reading of O=C(CCCc1c[nH]c2ccccc12)N1CCN(c2ccc(N3CCOCC3)nn2)CC1 under VLA-4 antagonist: 8

Source: PubChem BioAssay
